Compound activity (PubChem BioAssay)
HePTP inh = human HePTP phosphatase inhibition; recombinant HePTP phosphatase activity, OD absorbance; inhibition, % at 20 µM; 0.64% of 110,000 active; AID 521; in the data active means inhibition above about 50%;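 further: plate controls were vehicle for no effect and reference inhibitor for full effect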
Target sequence (P35236 whole entry, looked up): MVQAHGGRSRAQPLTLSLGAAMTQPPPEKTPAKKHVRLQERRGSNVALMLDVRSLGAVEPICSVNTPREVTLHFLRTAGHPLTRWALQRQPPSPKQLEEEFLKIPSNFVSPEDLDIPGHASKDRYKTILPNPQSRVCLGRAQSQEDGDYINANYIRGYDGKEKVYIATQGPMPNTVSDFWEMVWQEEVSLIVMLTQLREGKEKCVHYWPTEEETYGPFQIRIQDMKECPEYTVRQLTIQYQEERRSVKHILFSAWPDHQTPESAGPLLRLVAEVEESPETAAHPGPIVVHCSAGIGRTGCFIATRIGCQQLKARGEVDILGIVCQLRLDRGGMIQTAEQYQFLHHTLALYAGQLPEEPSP
BAP1 block = human BAP1 deubiquitinase inhibition; Q92560; 0.48% of 72,000 active; AID 436; recombinant BAP1, Ub-AMC hydrolysis fluorescence kinetic; stronger effect = lower value; activity remaining (% of control), % at 20 µM;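 active means activity remaining at or below 50% of control, provided the compound also passes the data quality filters; inactive means the rest, including low values that fail the filters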;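 further: 100% = DMSO wells rate and 0% = substrate alone blank rate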
Starred values were filed as active, the others as inactive; & = joins results of further samples. The order is random. Share with any hit: about 0.83%.

Start of the data: the first seven compounds (preview)
Screening O=C(N/N=C1\CCc2ccccc21)c1ccncc1 returned HePTP inh 5.
Screening COc1ccc(-n2nnnc2SC(C)C(N)=O)cc1 (stereo not drawn) returned HePTP inh 2 and BAP1 block 114.
Screening CC1(C)CN=C(N2CCN(C3=NCC(C)(C)S3)CC2)S1 returned HePTP inh -12 and BAP1 block 99.
For CNc1oc(-c2ccc(OCc3ccccc3)cc2)nc1C#N the results were HePTP inh 5.
For Cc1c(C(=O)NCc2ccccn2)sc2nc(-c3ccc(F)cc3)cn12 the results were HePTP inh 11 and BAP1 block 112.
COCCn1c(NCc2ccc(C)cc2)nc2c1c(=O)[nH]c(=O)n2C was read as HePTP inh 2 and BAP1 block 89.
For OC1(C#Cc2ccccc2)CCN(Cc2ccccc2)CC1 the results were HePTP inh 8.

The list itself, previewed entries included:
Screening O=C(N/N=C1\CCc2ccccc21)c1ccncc1 returned HePTP inh 5.
Screening COc1ccc(-n2nnnc2SC(C)C(N)=O)cc1 (stereo not drawn) returned HePTP inh 2 and BAP1 block 114.
Screening CC1(C)CN=C(N2CCN(C3=NCC(C)(C)S3)CC2)S1 returned HePTP inh -12 and BAP1 block 99.
For CNc1oc(-c2ccc(OCc3ccccc3)cc2)nc1C#N the results were HePTP inh 5.
For Cc1c(C(=O)NCc2ccccn2)sc2nc(-c3ccc(F)cc3)cn12 the results were HePTP inh 11 and BAP1 block 112.
COCCn1c(NCc2ccc(C)cc2)nc2c1c(=O)[nH]c(=O)n2C was read as HePTP inh 2 and BAP1 block 89.
For OC1(C#Cc2ccccc2)CCN(Cc2ccccc2)CC1 the results were HePTP inh 8.
Screening COc1ccc(S(=O)(=O)N(CC(=O)Nc2ccc(C)c(C)c2)c2ccc(C)cc2)cc1OC returned HePTP inh 6.
Screening O=C(COc1ccc(-c2ccccc2)cc1)Nc1nccs1 returned BAP1 block 81.
COC(=O)[C@H](C)NC(=O)NCc1ccc(F)cc1 was read as HePTP inh 2 and BAP1 block 104.
CCc1ccccc1NC(=O)CN(c1ccc(Oc2ccccc2)cc1)S(C)(=O)=O was read as HePTP inh -11.
`COc1ccc(CC(=O)Nc2c3c(nn2-c2cccc(Cl)c2)CS(=O)(=O)C3)cc1` gave HePTP inh 8 and BAP1 block 87.
For Cc1ccc(NC(=O)CN2CCC3(O)CCCCC3C2c2ccc3c(c2)OCO3)c(C)c1 (stereo not drawn) the results were HePTP inh -4 and BAP1 block 91.
For O=C1ON=C(c2ccccc2)/C1=C\c1ccc(OCc2ccccc2)cc1 the results were HePTP inh 14.
Screening Clc1ccc(OCCCCN2CCCC2)cc1 returned HePTP inh 2.
`O=C(O)CCCCCN1C(=O)/C(=C/c2c(F)cccc2Cl)SC1=S` gave HePTP inh -1.
For Cc1cc(NC(=O)CC(C)(C)C)nc2c1c(=O)oc1ccccc12 the results were BAP1 block 89.
`Cc1ccc(NC(=O)CN2CCN(CCN=CC3=C(O)CC(C)(C)CC3=O)CC2)cc1` gave HePTP inh -11.
Screening CCC(=O)Nc1nc(C)c(C(=O)N2CCCCC2)s1 returned HePTP inh 2 and BAP1 block 91.
O=C(Nc1ccc(-c2nc3ccccc3o2)cc1)c1ccc(-c2ccc([N+](=O)[O-])cc2)o1 was read as HePTP inh -5.
Screening CC1(C)OC(=O)N(c2cccnc2)C1(C)O (stereo not drawn) returned HePTP inh 9 and BAP1 block 99.
For COc1ccc(NCc2nnc(SCC(=O)N3CCCc4ccccc43)o2)cc1 the results were HePTP inh 8 and BAP1 block 102.
CN(C)CCCN1C(=O)C(=O)/C(=C(/O)c2ccncc2)C1c1ccccc1 (stereo not drawn) was read as HePTP inh 3 and BAP1 block 98.
CCOC(=O)c1ccc(-c2ccc(/C=C3/C(=O)NC(=O)N(c4ccc(OC)cc4)C3=O)o2)cc1 was read as HePTP inh 3.
For CC1CCCN(c2nc3c(c(=O)[nH]c(=O)n3C)n2Cc2ccccc2Cl)C1 (stereo not drawn) the results were HePTP inh 4 and BAP1 block 87.
Screening COc1ccc(/C=N/c2sc(C)c(C)c2C#N)cc1 returned HePTP inh 8.
`CCOc1cc(CO)ccc1OCC(=O)N1CCCCC1` gave HePTP inh 2 and BAP1 block 98.
CCC(=O)Nc1ccc2oc(-c3cccnc3)nc2c1 was read as HePTP inh 6.
For COc1cc(C(=O)N2CCN(Cc3ccccc3C(F)(F)F)CC2)cc(OC)c1OC the results were HePTP inh 9&2 and BAP1 block 98.
For Cc1ccsc1C(=O)OCC(=O)Nc1sccc1C(N)=O the results were HePTP inh 4 and BAP1 block 102.
For CC(C)CCNC(=O)NC(=O)COc1ccccc1C#N the results were HePTP inh -4 and BAP1 block 91.
`O=C(O)C1CCC(=O)N1Cc1ccccc1Cl` (stereo not drawn) gave HePTP inh -14 and BAP1 block 101.
Screening Cc1cc(C(=O)COC(=O)C2COc3ccccc3O2)c(C)n1CC1CCCO1 (stereo not drawn) returned HePTP inh 2 and BAP1 block 124.
`Cn1ccnc1/C=C(/OC(=O)c1ccccc1)c1ccccc1` gave HePTP inh 4.
For CCc1ccccc1NC(=O)CSc1nc2ccccc2n1CC(=O)N(C)C the results were HePTP inh 1 and BAP1 block 100.
For Cn1nc(-c2ccc(Br)cc2)cc1N the results were HePTP inh 4.
`CSc1cccc(-n2c(C)cc(C(N)=O)c2C)c1` gave HePTP inh 1 and BAP1 block 98.
`CS(=O)(=O)N1CCCC(C(=O)N2CCc3ccccc3C2)C1` (stereo not drawn) gave HePTP inh 3 and BAP1 block 101.
For COc1ccc(Br)cc1CNC(=O)CCN1C(=O)COc2ccccc21 the results were HePTP inh 3 and BAP1 block 102.
For CC1(C)CC(=O)C2=C(C1)Nc1ccccc1N(C(=O)Cc1ccccc1)C2c1cccc(O)c1 (stereo not drawn) the results were HePTP inh 0.
Cc1ccc(S(=O)(=O)N2CCN(c3ccccc3)CC2)cc1C was read as HePTP inh 9.
`COc1ccc(S(=O)(=O)Nc2ccc(S(=O)(=O)N3CCCCC3)cc2)cc1` gave HePTP inh -6 and BAP1 block 104.
Screening Cc1onc(-c2c(F)cccc2Cl)c1C(=O)NCc1ccco1 returned HePTP inh 2&5 and BAP1 block 88.
`Cc1nn(-c2ccccc2)c2c1C1(C(=O)Nc3ccccc31)N1C(=N2)Sc2ccccc21` (stereo not drawn) gave HePTP inh -15.
Screening CCc1ccc(-c2nnc(-c3ccc(-c4ccc(OC)cc4)cc3)o2)cc1 returned HePTP inh -6.
For O=C(O)CCCN1C(=O)c2cccc3cccc(c23)C1=O the results were HePTP inh -1.
For Cc1ccc(OCC(=O)Nc2nc(-c3ccccc3)cs2)cc1C the results were HePTP inh 2.
Screening COC(=O)c1cc2c(=O)n3ccccc3nc2n(Cc2cccnc2)c1=N returned HePTP inh 4.
COC(=O)c1c(C)oc2ccc(OCC(=O)OC(C)(C)C)cc12 was read as BAP1 block 72.
Cc1cc(S(=O)(=O)Nc2ccccc2C)ccc1F was read as HePTP inh 0 and BAP1 block 112.
COc1cc2c(cc1OC)C(C)N(C(=O)C1(c3ccccc3)CCCC1)CC2 (stereo not drawn) was read as HePTP inh -11.
For CCOC(=O)c1cc2c3c(c1)C1C=CCC1C(c1ccc([N+](=O)[O-])cc1)N3CC1CC=CC21 (stereo not drawn) the results were HePTP inh 6.
Screening CCCCOC(=O)Sc1nc2ccccc2o1 returned HePTP inh 8 and BAP1 block 109.
Screening S=c1nc(C2CCCCC2)[nH][nH]1 returned HePTP inh 2 and BAP1 block 84.
`Oc1ccc(/C=N/Nc2cc(N3CCCC3)nc(N3CCCC3)n2)cc1` gave HePTP inh 10.
`COc1ccc(OC)c(C(C(=O)NCc2ccco2)N(C(=O)Cn2nnc3ccccc32)C2CC2)c1` (stereo not drawn) gave HePTP inh 11 and BAP1 block 94.
O=C(O)C(Cc1ccccc1)N1C(=O)/C(=C/c2ccc(Br)cc2)SC1=S (stereo not drawn) was read as HePTP inh -7.
`CCSC(N)=Nc1ccc(C(F)(F)F)cc1` gave BAP1 block 95.
`C=CCN1C(=O)C2C3c4ccccc4C(c4ccccc43)C2C1=O` (stereo not drawn) gave HePTP inh -19.
For COc1ccc(/C=C2/C=C(c3ccc(OC)cc3OC)OC2=O)c(OC)c1 the results were HePTP inh 1.

Grouped by structure, those above containing an NH in an aromatic ring
COCCn1c(NCc2ccc(C)cc2)nc2c1c(=O)[nH]c(=O)n2C was read as HePTP inh 2 and BAP1 block 89.
For CC1CCCN(c2nc3c(c(=O)[nH]c(=O)n3C)n2Cc2ccccc2Cl)C1 (stereo not drawn) the results were HePTP inh 4 and BAP1 block 87.
Screening S=c1nc(C2CCCCC2)[nH][nH]1 returned HePTP inh 2 and BAP1 block 84.

Three structures already listed, ordered by count of non-hydrogen atoms, smallest number first:
`CCSC(N)=Nc1ccc(C(F)(F)F)cc1` gave BAP1 block 95.
COC(=O)c1c(C)oc2ccc(OCC(=O)OC(C)(C)C)cc12 was read as BAP1 block 72.
For COc1ccc(/C=C2/C=C(c3ccc(OC)cc3OC)OC2=O)c(OC)c1 the results were HePTP inh 1.

Remaining list, next part:
`Cc1cc(N=Cc2c(O)ccc3ccccc23)no1` gave HePTP inh -5 and BAP1 block 83.
CCC(C)NC(=O)C(Cc1ccccc1)NS(=O)(=O)c1cccc2nsnc12 (stereo not drawn) was read as HePTP inh -5 and BAP1 block 86.
Screening CCOc1ccccc1/C=C/C(=O)c1cccs1 returned HePTP inh -18.
Screening O=C(CSc1nnnn1C1CCCCC1)NCc1cccc(C(=O)O)c1 returned HePTP inh 6 and BAP1 block 95.
CCOC(=O)c1c(C)oc2cc(Br)c(OC(=O)N3CCOCC3)cc12 was read as HePTP inh 10 and BAP1 block 108.
COc1ccccc1Nc1cc(C(=O)NCCCN2CCOCC2)c2ccccc2n1 was read as HePTP inh -3 and BAP1 block 105.
For CCCOC(=O)c1c(NC(=O)Cn2nc([N+](=O)[O-])cc2C)sc2c1CCCC2 the results were HePTP inh 4 and BAP1 block 63.
COc1cc(C2/C(=C(\O)c3ccc4c(c3)CC(C)O4)C(=O)C(=O)N2CCCn2ccnc2)ccc1O (stereo not drawn) was read as HePTP inh -2 and BAP1 block 96.
For COC(=O)c1ccccc1NC(=O)c1cc(I)ccc1Cl the results were HePTP inh -6.
Screening Cc1cc(C)c(C(=O)/C=C/c2ccncc2)c(=O)[nH]1 returned HePTP inh 0.
`O=C1c2ccccc2C(=O)N1CN1c2ccccc2CCc2ccccc21` gave HePTP inh 5.
`COc1ccc(N(CC(=O)Nc2cccc(C(F)(F)F)c2)S(=O)(=O)c2ccccc2)cc1` gave HePTP inh -18.
Screening COc1ccc(NC(=O)Nc2ccccc2C(=O)N2CCCC2)cc1 returned HePTP inh 6 and BAP1 block 114.
`CC(C)(C)n1nnnc1C(c1ccncc1)N1CCN(C2CCCCC2)CC1` (stereo not drawn) gave HePTP inh -4 and BAP1 block 113.
For O=C(Nc1nnc(C23CC4CC(CC(C4)C2)C3)s1)c1ccccc1F the results were HePTP inh 5.
Screening c1ccc(CNn2c(N3CCOCC3)nc3ccccc32)cc1 returned HePTP inh 4 and BAP1 block 85.
`COc1cc(NC(=O)c2nn3c(C(F)(F)F)cc(-c4ccccc4)nc3c2Br)cc([N+](=O)[O-])c1` gave BAP1 block 72.
`O=C1C=CC(=O)N1c1ccc(N2CCCCC2)cc1` gave HePTP inh -6.
O=S(=O)(Nc1ccc(O)c(CN2CCCCC2)c1)c1ccccc1 was read as HePTP inh 9 and BAP1 block 97.
Screening CCOC(=O)c1c(C)n(C)c2cc(Br)c(O)c(CN(C)C)c12 returned HePTP inh 1.
COCCOC(=O)C1=C(C)NC2=C(C(=O)CCC2)C1c1ccc(Br)cc1 (stereo not drawn) was read as BAP1 block 94.
For CCN1CCN(CCNC(=O)c2cn(Cc3ccccc3F)nn2)CC1 the results were HePTP inh 4 and BAP1 block 82.
Screening O=C(COc1ccccc1Cl)Nc1nc(-c2ccccc2)cs1 returned HePTP inh -5.
`COc1ccccc1NC(=O)COc1ccc(/C=N/n2cnnc2)cc1OC` gave HePTP inh -1 and BAP1 block 103.
`O=C(CN1CCN(c2ccc([N+](=O)[O-])cc2)CC1)Nc1nccs1` gave HePTP inh 4.
CCOC(=O)COc1ccc(C2NC(=S)NC(C)=C2C(=O)OC)cc1OC (stereo not drawn) was read as HePTP inh 0.
O=C1OC(COc2ccccc2)CN1c1ccc(Cl)c(Cl)c1 (stereo not drawn) was read as HePTP inh -1.
`CCn1cc(C(=O)NCCc2ccccc2)c(=O)c2cc(F)c(N3CCN(C)CC3)cc21` gave HePTP inh 8 and BAP1 block 186.
`O=C(CCCOc1ccc(Cl)cc1Cl)Nc1ncn[nH]1` gave HePTP inh -4.
COC(=O)Nc1nc2ccc(C(=O)c3cccs3)cc2[nH]1 was read as BAP1 block 85.
`COC(=O)c1sccc1NC(=O)c1cc(-c2ccc(OC)c(OC)c2)nc2ccccc12` gave BAP1 block 174.
For COc1ccccc1NC(=O)CSc1nnc(-c2ccco2)o1 the results were HePTP inh 2 and BAP1 block 101.
For O=C1NCCN1C(=O)N(c1ccccc1)c1ccccc1 the results were HePTP inh 4 and BAP1 block 101.
For CCOc1ccc(N(CC(=O)NCc2ccccc2)S(C)(=O)=O)cc1 the results were HePTP inh -2 and BAP1 block 92.
